Compound activity deposited in PubChem by several laboratories.
M1 antag: antagonists of rat M1 muscarinic receptor. CHO-M1 cells, Fluo-4 calcium, ACh EC80 antagonist mode; hits give low values. B-score at 10 µM. hit rate 3.4% among 64,000. AID 628, 2007;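 active means calcium fluorescence response, raw or row-and-column corrected B-score, differing from the plate sample mean either way at a set confidence level, mostly lower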
Target sequence (P08482 whole entry, looked up): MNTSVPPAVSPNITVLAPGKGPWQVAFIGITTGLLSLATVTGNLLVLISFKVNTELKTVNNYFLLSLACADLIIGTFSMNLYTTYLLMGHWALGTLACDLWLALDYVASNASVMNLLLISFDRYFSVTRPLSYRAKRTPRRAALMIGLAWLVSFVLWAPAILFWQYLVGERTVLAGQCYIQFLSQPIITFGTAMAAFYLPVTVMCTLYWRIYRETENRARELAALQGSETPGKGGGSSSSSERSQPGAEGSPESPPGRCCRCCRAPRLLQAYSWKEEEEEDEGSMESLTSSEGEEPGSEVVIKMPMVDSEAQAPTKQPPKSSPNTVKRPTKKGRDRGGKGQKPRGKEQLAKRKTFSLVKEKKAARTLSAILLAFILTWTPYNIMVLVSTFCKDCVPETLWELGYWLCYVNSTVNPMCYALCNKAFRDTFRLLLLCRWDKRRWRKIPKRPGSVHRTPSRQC
Ec RNAP inh: E. coli RNAP inhibitors, biochemical; DNA-directed RNA polymerase subunit beta (Escherichia coli (strain K12)), P0A8V2; E. coli RNA polymerase, fluorescence transcription assay; inhibition, %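 (tested at 10 µM)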; hit rate 0.2% among 62,000; AID 559, 2006; in the data active means inhibition above about 20%;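 further: 0% = enzyme without compound and 100% = no enzyme blank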
Fluor 339 460: intrinsic fluorescence of library compounds, ex339/em460 – biochemical, MLSMR library, data from DPM-DC assay, artefact control, profiling panel | compound autofluorescence, ex339/em460 nm, NADH buffer; hits give high values; 1 = no-compound wells, NADH background | fluorescence fold increase at 10 µM | hit rate 5.5% among 65,000 | AID 709, 2007;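 active means at 10 µM, mean starting fluorescence two-fold or more over control wells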;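 further: signal is the first read of a kinetic run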
Her2 expr inh: inhibitors of Her2 protein expression, primary screen, SKBR-3 cells, AlphaScreen, 66K library | Receptor tyrosine-protein kinase erbB-2 (Homo sapiens), P04626 | SKBR-3 HER2 protein level, 18-24 h; hits give low values | HER2 level % of control, % at 10 µM | hit rate 0.69% among 65,000 | AID 645, 2007;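 active means HER2 level under 5% of the carrier-only control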;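 further: 100% = DMSO carrier and 0% = 500 nM PU-H71 HSP90 inhibitor; lower value means stronger loss of Her2 protein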
M1 agonist: M1 muscarinic receptor agonists, primary screen, CHO-M1 cells, Fluo-4 calcium, agonist mode; hit rate 3% among 64,000; Muscarinic acetylcholine receptor M1; AID 626, 2007; Fluo-4 calcium fluorescence; hits give high values; B-score at 10 µM;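 active means fluorescence rise, raw or as B-score row- and column-corrected plate score, outside the 99.7% band of its plate's samples, either direction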
D1 allo mod: D1 CRE-luciferase signal change, two-sided – cell-based, HEK293 D1, dopamine EC30, D1 allosteric modulator project, primary screen. D(1A) dopamine receptor (Homo sapiens), P21728. B-score at 10 µM. dopamine EC30 potentiation; actives deviate in either direction. hit rate 5.9% among 58,000;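 active means luminescence count or its row- and column-corrected plate score outside the 99.7% band of the plate's sample wells, on either side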
5HT1a ag: human 5-HT1a receptor agonists, primary screen, cell-based, CHO, Ga15 NFAT-bla reporter. 5-hydroxytryptamine receptor 1A (Homo sapiens), P08908. CHO 5-HT1a Ga15 NFAT-bla reporter, FRET ratio; 0% basal, 100% maximal reference agonist. activation, % at 10 µM. hit rate 0.56% among 65,000. AID 567, 2006;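 active means activation above the screen-wide mean activation plus 3 SD, cut at about 19% in these data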;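 further: 0% = DMSO wells and 100% = 5-CT at EC100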
Target sequence (P08908 whole entry, looked up): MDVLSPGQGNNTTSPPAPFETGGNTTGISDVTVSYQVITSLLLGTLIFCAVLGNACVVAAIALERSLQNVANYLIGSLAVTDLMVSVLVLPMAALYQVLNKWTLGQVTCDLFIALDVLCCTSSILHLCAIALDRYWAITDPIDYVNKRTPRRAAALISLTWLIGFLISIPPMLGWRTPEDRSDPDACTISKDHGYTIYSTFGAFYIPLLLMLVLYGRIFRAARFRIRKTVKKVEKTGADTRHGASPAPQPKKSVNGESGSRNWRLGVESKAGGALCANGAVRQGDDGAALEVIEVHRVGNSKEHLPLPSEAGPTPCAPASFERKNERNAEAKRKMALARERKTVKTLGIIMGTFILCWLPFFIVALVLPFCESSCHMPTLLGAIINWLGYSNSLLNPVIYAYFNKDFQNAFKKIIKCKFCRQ
Hsp90 block: tumor Hsp90 inhibitors, primary screen, cell lysate, fluorescence polarization, NCI-N417 lysate; hit rate 0.35% among 64,000; Heat shock protein HSP 90-alpha (Homo sapiens), P07900; Cy3B-geldanamycin FP displacement; inhibition, % at 30 µM;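 active means inhibition above 50%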;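 further: 0% = tracer plus lysate wells and 100% = tracer alone without lysate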
NADH enzymes: inhibitors of PK/LDH coupling enzymes, profiling panel, artefact control, biochemical, MLSMR library. AID 774, 2007. hit rate 0.02% among 65,000. coupled PK/LDH NADH assays, four targets. IC50, µM (series often up to 10 µM), without a hit: top-dose inhibition;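 active means single-dose screening hits from any of four coupled enzyme assays that gave an IC50 when retested across doses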;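 further: the DPM-DC format reads NADH fluorescence rather than 340 nm absorbance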
Numbers without * were called inactive; [ ] = dose if it differs, or a comment. Not a hit list; 16% or so of the library scored in one or more.

How did CCN(CC)CC(=O)Nc1c(Br)ccc2c1OCO2 do in these assays?
M1 antag: 0.128; Ec RNAP inh: 4.7; Fluor 339 460: 1.11; Her2 expr inh: 61.6; M1 agonist: -0.753; D1 allo mod: -0.0507; 5HT1a ag: 1.5; Hsp90 block: 0.3; NADH enzymes: 8.0%

What do the screens show for `Cc1ccsc1C(=O)OCC(=O)N1CC(=O)Nc2ccccc21`?
M1 antag: 0.219; Ec RNAP inh: 3.7; Fluor 339 460: 1.13; Her2 expr inh: 93.1; M1 agonist: -0.0879; D1 allo mod: -0.267; 5HT1a ag: -2.0; Hsp90 block: -3.3; NADH enzymes: 5.0%

Results for COC(=O)c1ccc(NC(=O)CCN2CCCCC2)cc1 ?
M1 antag: -1.31*; Ec RNAP inh: 7.5; Fluor 339 460: 1.05; Her2 expr inh: 83.5; M1 agonist: 0.0708; D1 allo mod: -0.62; 5HT1a ag: -1.9; Hsp90 block: -1.3; NADH enzymes: 5.0%

Results for Cc1ccccc1OCC(=O)NCCN1CCCC1 ?
M1 antag: -0.375; Ec RNAP inh: 4.7; Fluor 339 460: 1.07; Her2 expr inh: 89.8; M1 agonist: -0.283; D1 allo mod: -0.696; 5HT1a ag: -3.4; Hsp90 block: -6.0; NADH enzymes: 8.0%

What do the screens show for `COC(=O)c1ccccc1NC(=O)CN1CCN(C23CC4CC(CC(C4)C2)C3)CC1`?
M1 antag: -10.7*; Ec RNAP inh: -0.6; Fluor 339 460: 1.11; Her2 expr inh: 109.0; M1 agonist: -0.0402; D1 allo mod: -0.434; 5HT1a ag: -0.3; Hsp90 block: -2.3; NADH enzymes: 3.0%

Results for O=C(Nc1ccc(O)cc1)c1cc(S(=O)(=O)N2CCCC2)ccc1Cl ?
M1 antag: -0.687; Ec RNAP inh: -7.2; Fluor 339 460: 1.11; Her2 expr inh: 86.5; M1 agonist: 0.363; D1 allo mod: -0.396; 5HT1a ag: 1.0; Hsp90 block: 1.0; NADH enzymes: 4.0%

What do the screens show for `CCOc1ccccc1NC(=O)NC1(C(=O)N2CCN3CCCC3C2)CCCCC1` (centres undefined)?
M1 antag: 0.511; Ec RNAP inh: 2.9; Fluor 339 460: 1.1; Her2 expr inh: 92.7; M1 agonist: -0.0233; D1 allo mod: 0.012; 5HT1a ag: -1.3; Hsp90 block: -1.8; NADH enzymes: 3.0%

How did COC(=O)c1ccccc1N1C(=O)C2C(C1=O)C1C=CC2C12CC2 (centres undefined) do in these assays?
Ec RNAP inh: 3.7; Fluor 339 460: 1.15; Her2 expr inh: 103.7; 5HT1a ag: -3.8; Hsp90 block: 1.1; NADH enzymes: 3.0%

What do the screens show for `COc1ccc(OC)c(-c2c[n+](=O)c3c(n2[O-])CCCC3)c1`?
M1 antag: -0.228; Ec RNAP inh: 7.3; Fluor 339 460: 1.14; Her2 expr inh: 88.0; M1 agonist: -0.21; D1 allo mod: -0.0467; 5HT1a ag: 2.8; Hsp90 block: -0.8; NADH enzymes: 7.0%

What do the screens show for `O=C(NCCNC(=O)c1cccs1)c1ccco1`?
M1 antag: 0.232; Ec RNAP inh: 2.4; Fluor 339 460: 1.03; Her2 expr inh: 75.7; M1 agonist: -0.398; 5HT1a ag: -1.5; Hsp90 block: -3.5; NADH enzymes: 2.0%

What do the screens show for `CCOc1ccc(C(=O)CN2CCN(S(=O)(=O)c3ccc(Br)cc3)CC2)cc1`?
Ec RNAP inh: 5.8; Fluor 339 460: 0.98; Her2 expr inh: 124.9; 5HT1a ag: -3.1; Hsp90 block: -0.1; NADH enzymes: 1.0%

Results for CCOC(=O)c1cccc(NC(=O)CSc2nnnn2C)c1 ?
M1 antag: 0.0427; Ec RNAP inh: 0.3; Fluor 339 460: 1.02; Her2 expr inh: 120.8; M1 agonist: -0.0375; D1 allo mod: -0.0108; 5HT1a ag: -1.1; Hsp90 block: -3.4; NADH enzymes: 6.0%

Results for [O-][n+]1onc2c1CCc1c-2nc(-c2ccccc2)n1OCc1ccccc1 ?
M1 antag: -0.0684; Ec RNAP inh: 6.8; Fluor 339 460: 1.09; Her2 expr inh: 60.8; M1 agonist: -0.687; D1 allo mod: -0.134; 5HT1a ag: 3.6; Hsp90 block: -1.4; NADH enzymes: 8.0%

What do the screens show for `S=c1nc(C2CC2)[nH]c2ccccc12`?
M1 antag: -0.536; Ec RNAP inh: 6.6; Fluor 339 460: 1.02; Her2 expr inh: 96.7; M1 agonist: 0.54; D1 allo mod: 3.12; 5HT1a ag: 1.7; Hsp90 block: -11.6; NADH enzymes: 3.0%

How did O=S(=O)(NCc1cccnc1)c1cccs1 do in these assays?
M1 antag: -0.0848; Ec RNAP inh: -1.1; Fluor 339 460: 1.05; Her2 expr inh: 100.5; M1 agonist: 0.00741; D1 allo mod: -0.16; 5HT1a ag: -1.1; Hsp90 block: -4.0; NADH enzymes: 4.0%

How did CCOC(=O)N1CCN(C(=O)COc2ccccc2OC)CC1 do in these assays?
M1 antag: 0.0199; Ec RNAP inh: 2.6; Fluor 339 460: 1.14; Her2 expr inh: 58.9; M1 agonist: 0.229; D1 allo mod: -0.737; 5HT1a ag: -1.4; Hsp90 block: -1.0; NADH enzymes: 10.0%

How did CCOC(=O)c1[nH]c(C)c(C(=O)NC(C)(C)C)c1C do in these assays?
M1 antag: -0.00843; Ec RNAP inh: -1.4; Fluor 339 460: 1.13; Her2 expr inh: 85.4; M1 agonist: 0.685; D1 allo mod: -0.0428; 5HT1a ag: -2.3; Hsp90 block: -0.1; NADH enzymes: 5.0%

What do the screens show for `CCCOc1ccc2c(C)c(CC(=O)OC)c(=O)oc2c1`?
M1 antag: -0.279; Ec RNAP inh: -2.6; Fluor 339 460: 3.72*; Her2 expr inh: 105.5; M1 agonist: 0.835; D1 allo mod: 0.799; 5HT1a ag: -4.2; Hsp90 block: 1.1; NADH enzymes: 8.0%[fluoresces]

What do the screens show for `CCN(CC)CC(=O)c1c[nH]c2ccc(C)cc12`?
M1 antag: -0.316; Ec RNAP inh: 3.5; Fluor 339 460: 1.06; Her2 expr inh: 206.5; M1 agonist: 0.207; D1 allo mod: 0.024; 5HT1a ag: 1.3; Hsp90 block: -12.1; NADH enzymes: 5.0%

Results for COCCN(CCOC)Cc1c(O)ccc2c3c(c(=O)oc12)CCC3 ?
M1 antag: -1.66; Ec RNAP inh: -63.5; Fluor 339 460: 2.05*; Her2 expr inh: 105.7; M1 agonist: 0.0192; D1 allo mod: 0.174; 5HT1a ag: 3.3; Hsp90 block: -4.1; NADH enzymes: 14.0%[fluoresces]

What do the screens show for `COCCCNc1c2c3c(cccc3[nH]c1=O)C(=O)c1ccccc1-2`?
M1 antag: -13.2*; Ec RNAP inh: 12.1; M1 agonist: 466*; D1 allo mod: 2.97*

Results for N#CC1C(=O)NC(N2CCN(c3ccccc3)CC2)=NC12CCCCC2 (centres undefined) ?
M1 antag: -0.589; Ec RNAP inh: 6.5; Fluor 339 460: 1.18; Her2 expr inh: 57.7; M1 agonist: -0.0939; D1 allo mod: -0.00488; 5HT1a ag: -2.5; Hsp90 block: -0.8; NADH enzymes: 5.0%

How did O=C(CN1CCN(CCC(=O)Nc2ccccc2F)CC1)Nc1ccc(Cl)cc1 do in these assays?
M1 antag: 0.114; Ec RNAP inh: 5.1; Fluor 339 460: 1; Her2 expr inh: 49.3; M1 agonist: -0.4; D1 allo mod: 0.297; 5HT1a ag: -1.9; Hsp90 block: -4.7; NADH enzymes: 8.0%

How did CCCNS(=O)(=O)c1ccc(CCC(=O)NCC2CCCO2)cc1 (centres undefined) do in these assays?
M1 antag: -0.00659; Ec RNAP inh: 6.8; Fluor 339 460: 1.06; Her2 expr inh: 73.7; M1 agonist: 0.75; D1 allo mod: 0.471; 5HT1a ag: 1.0; Hsp90 block: -6.7; NADH enzymes: 6.0%

Results for COC(=O)c1ccccc1COn1c(=O)c[n+]([O-])c2ccccc21 ?
M1 antag: 0.195; Ec RNAP inh: -2.5; Fluor 339 460: 1.37; Her2 expr inh: 75.8; M1 agonist: 0.717; D1 allo mod: 0.911; 5HT1a ag: 0.6; Hsp90 block: -14.1; NADH enzymes: 2.0%

How did CCCCCn1c(NC2CCCCC2)nc2c1c(=O)[nH]c(=O)n2C do in these assays?
M1 antag: -0.0539; Ec RNAP inh: 1.1; Fluor 339 460: 1.04; Her2 expr inh: 91.0; M1 agonist: 0.331; D1 allo mod: 5.68*; 5HT1a ag: 2.4; Hsp90 block: -1.6; NADH enzymes: 10.0%

How did COc1cc2c(cc1OC)C(c1ccccc1)N(C(=O)c1ccco1)CC2 (centres undefined) do in these assays?
M1 antag: 0.169; Ec RNAP inh: 2.2; Fluor 339 460: 1.06; Her2 expr inh: 85.2; M1 agonist: -0.0118; 5HT1a ag: -0.1; Hsp90 block: -1.5; NADH enzymes: 7.0%

Results for COc1ccc(Cc2nc(-c3ccc(Br)o3)no2)cc1OC ?
M1 antag: -1.7; Ec RNAP inh: 10.6; Fluor 339 460: 1.08; Her2 expr inh: 85.6; M1 agonist: 0.0143; 5HT1a ag: 0.8; Hsp90 block: -4.5; NADH enzymes: 2.0%

What do the screens show for `CCCn1c(SCC(=O)Nc2cccc(NC(C)=O)c2)nnc1C(C)C`?
M1 antag: 0.0274; Ec RNAP inh: 2.0; Fluor 339 460: 1.07; Her2 expr inh: 134.1; M1 agonist: 0.143; D1 allo mod: -0.871; 5HT1a ag: -2.7; Hsp90 block: 3.1; NADH enzymes: 8.0%

What do the screens show for `CCOc1ccc(C(CC(=O)O)NS(=O)(=O)c2ccc(C)cc2)cc1OC` (centres undefined)?
M1 antag: 1.3; Ec RNAP inh: 3.0; Fluor 339 460: 0.88; Her2 expr inh: 107.1; M1 agonist: -0.432; D1 allo mod: -0.296; 5HT1a ag: -0.7; Hsp90 block: -2.5; NADH enzymes: 3.0%

How did CC(=O)Nc1ccc(Oc2cc(C#N)c(C#N)cc2N2CCCCCC2)cc1 do in these assays?
M1 antag: 0.117; Ec RNAP inh: 5.1; Fluor 339 460: 1.28; Her2 expr inh: 113.3; M1 agonist: -0.917; D1 allo mod: 4.94*; 5HT1a ag: 0.6; Hsp90 block: -5.3; NADH enzymes: 3.0%

What do the screens show for `CCOc1ccc(C(=O)NCC2CCCO2)cc1` (centres undefined)?
M1 antag: 0.0344; Ec RNAP inh: 7.5; Fluor 339 460: 1.11; Her2 expr inh: 144.8; M1 agonist: 0.908; D1 allo mod: 0.666; 5HT1a ag: 0.1; Hsp90 block: 1.2; NADH enzymes: 6.0%

How did CC(=O)c1cc2c(cc1NS(=O)(=O)c1ccc3c(c1)OCCO3)OCO2 do in these assays?
M1 antag: -0.856; Ec RNAP inh: -4.1; Fluor 339 460: 1.02; Her2 expr inh: 107.8; M1 agonist: -0.597; D1 allo mod: 4.09*; 5HT1a ag: 2.2; Hsp90 block: -1.4; NADH enzymes: 7.0%

How did O=S(=O)(c1cccc2cccnc12)n1cnc2ccccc21 do in these assays?
M1 antag: 0.762; Ec RNAP inh: 4.0; Fluor 339 460: 1.02; Her2 expr inh: 91.4; M1 agonist: -0.107; D1 allo mod: 0.833; 5HT1a ag: -2.6; Hsp90 block: -4.5; NADH enzymes: 4.0%
